Screening data deposited in PubChem BioAssay by National Center for Advancing Translational Sciences (NCATS).
KDM4E inh: qHTS Assay for Inhibitors of Human Jumonji Domain Containing 2E (JMJD2E); AID 2147, 2009; Potency, µM (highest dose often 57.1 µM), for inactives: at the highest dose activity change, negative = inhibition, actives largely listed as inhibitors; actives 1.6% (n = 230,000); JMJD2E catalytic domain, FDH-coupled NADH fluorescence (FDH is formaldehyde dehydrogenase); active means well fitted inhibition curve with a large enough effect, not every such curve was filed as active; inconclusive means small, poorly fitted or top-dose-only effect, or another doubt; inactive means no such curve, though single readings can be large or run the other way;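 further: 0% = wells with enzyme and -100% = buffer wells without enzyme; nearly all actives have a fitted effect of over 50% in size; many of its hits are not listed in these tables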
GAA inhib: qHTS Assay for Inhibitors of Human alpha-Glucosidase as a Potential Chaperone Treatment of Pompe Disease; Lysosomal alpha-glucosidase (Homo sapiens), P10253; purified human GAA, 4-MU-alpha-glucoside fluorescence; Potency, µM (top dose mostly 76.9 µM), for inactives: at the top dose activity change, negative = inhibition, actives largely listed as inhibitors; actives 0.005% (n = 200,000); AID 1466, 2008;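 further: plate controls were uninhibited enzyme wells for no effect and no-enzyme background for full effect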
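Human enzyme at 4 nM with 400 uM 4-methylumbelliferyl-alpha-D-pyranoside, citrate/phosphate buffer pH 5.0, 0.005% Tween-20, 20 min at room temperature. Compounds up to 77 uM. 4-MU fluorescence (Ex 365/Em 440) read after NaOH/glycine stop; AC50 from Hill fit.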
GLA spleen mod: qHTS Assay for Inhibitors and Activators of Human alpha-Galactosidase From Spleen Homogenate. Alpha-galactosidase A (Homo sapiens), P06280. human spleen homogenate, 4MU-alpha-Gal fluorescence, 40 min. Potency, µM (doses to about 80 µM), inactives show at the highest dose activity change, negative = inhibition, hits mostly inhibitors. actives 0.008% (n = 240,000). AID 2107, 2009;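 further: 0% = enzyme with vehicle and -100% = no enzyme basal signal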
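Human spleen homogenate (1 ug) was the enzyme source, with 4-methylumbelliferyl-alpha-D-galactopyranoside (1 mM final) in pH 5.0 citrate buffer with 0.01% Tween-20. Compounds were titrated; after 40 min at 37C, NaOH/glycine stop, 4-MU fluorescence read; AC50 from Hill fits.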
GAA glycogen: qHTS Assay for Inhibitors and Activators of Human alpha-Glucosidase Cleavage of Glycogen; Potency, µM (top dose mostly 76.4 µM), inactives show at the top dose activity change, negative = inhibition, usual class: inhibitors; actives 0.38% (n = 300,000); recombinant GAA, glycogen substrate, Amplex Red glucose oxidase fluorescence; AID 2100, 2009;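 further: 0% = full enzyme reaction and -100% = no-enzyme basal signal; the screen sought inhibitors and activators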
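Recombinant human alpha-glucosidase (4 nM final) hydrolysed bovine liver glycogen (30 ug) for 40 min at 37 C in pH 5.0 citrate/phosphate with 0.01% Tween-20. Released glucose detected by glucose oxidase/Amplex Red, Ex 573/Em 610 nm. Compounds up to 77 uM; AC50 from Hill fits.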
ALDH1A1 block: qHTS Assay for Inhibitors of Aldehyde Dehydrogenase 1 (ALDH1A1) | Aldehyde dehydrogenase 1A1 (Homo sapiens), P00352 | Purified ALDH1A1, NADH fluorescence, propionaldehyde substrate | Potency, µM (doses to about 75.3 µM), for inactives: at the top dose activity, negative = inhibition, hits mostly inhibitors | actives 7.3% (n = 220,000) | AID 1030, 2008; active means well fitted inhibition curve with a large enough effect, not every such curve was filed as active; inconclusive means small, poorly fitted or top-dose-only effect, or another doubt; inactive means no such curve, though single readings can be large or run the other way;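 further: plate controls were no enzyme wells and a reference inhibitor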
Target sequence (P00352 whole entry, looked up): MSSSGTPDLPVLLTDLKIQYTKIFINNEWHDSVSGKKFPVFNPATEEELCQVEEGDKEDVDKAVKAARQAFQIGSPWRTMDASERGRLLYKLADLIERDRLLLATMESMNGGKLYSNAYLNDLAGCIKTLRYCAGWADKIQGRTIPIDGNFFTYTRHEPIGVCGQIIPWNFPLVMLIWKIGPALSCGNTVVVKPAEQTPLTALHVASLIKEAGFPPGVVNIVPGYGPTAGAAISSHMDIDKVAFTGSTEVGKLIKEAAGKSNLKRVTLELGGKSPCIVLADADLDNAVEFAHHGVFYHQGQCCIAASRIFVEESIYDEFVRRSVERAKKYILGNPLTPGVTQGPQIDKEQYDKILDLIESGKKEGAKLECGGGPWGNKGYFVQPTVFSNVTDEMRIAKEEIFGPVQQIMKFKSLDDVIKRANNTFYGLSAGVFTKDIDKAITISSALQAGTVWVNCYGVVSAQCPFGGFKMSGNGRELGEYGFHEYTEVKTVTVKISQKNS
RGS12 GoLoco inh: qHTS Assay for Inhibitors of RGS12 GoLoco Motif Activity (Red Fluorophore) | Gai1:RGS12 GoLoco peptide FP, rhodamine, 10 min | AID 880, 2007 | actives 0.44% (n = 230,000) | Potency, µM (titrated, usually from 61.6 µM), for inactives: at the top dose activity, negative = inhibition, usual class: inhibitors | Guanine nucleotide-binding protein G(i) subunit alpha-1 (Homo sapiens), P63096; active means well fitted inhibition curve with a large enough effect, not every such curve was filed as active; inactive means no such curve, though single readings can be large or run the other way; further: on the % scale 0 is the no-effect control and ±100 the full control effect; nearly all actives have a fitted effect of over 30% in size; many of its hits are not listed in these tables
Target sequence (P63096 whole entry, looked up): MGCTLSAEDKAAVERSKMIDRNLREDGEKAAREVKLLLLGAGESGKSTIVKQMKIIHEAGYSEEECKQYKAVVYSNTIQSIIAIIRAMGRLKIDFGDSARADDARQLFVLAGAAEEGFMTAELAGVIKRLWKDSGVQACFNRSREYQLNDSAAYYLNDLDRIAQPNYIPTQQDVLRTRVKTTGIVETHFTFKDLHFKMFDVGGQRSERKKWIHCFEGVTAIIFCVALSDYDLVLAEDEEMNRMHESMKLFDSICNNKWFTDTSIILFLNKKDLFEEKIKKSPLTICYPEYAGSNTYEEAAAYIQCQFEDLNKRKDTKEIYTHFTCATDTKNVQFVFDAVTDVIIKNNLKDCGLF
aGlu spleen mod: qHTS Assay for Inhibitors and Activators of Human alpha-Glucosidase From Spleen Homogenate; Lysosomal alpha-glucosidase (Homo sapiens), P10253; human spleen homogenate, 4-MU-alpha-glucoside fluorescence; Potency, µM (highest dose often 79.9 µM), inactives show at the top dose activity change, negative = inhibition, usual class: inhibitors; actives 0.006% (n = 240,000);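 further: 0% = enzyme with vehicle and -100% = no enzyme basal signal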
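Human spleen homogenate (1 ug) incubated with compounds and 1 mM 4-methylumbelliferyl-alpha-D-glucopyranoside in pH 5.0 citrate/phosphate buffer, 37 C, 40 min. Stopped at pH 10; 4-MU fluorescence (Ex 365/Em 440 nm); AC50 by Hill fit.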
SMN2 splice up: qHTS Assay for Enhancers of SMN2 Splice Variant Expression. HEK293 SMN2-luciferase splicing reporter, luminescence, 30-36 h. Potency, µM (highest dose often 46.1 µM), inactives show at the top dose activity change, positive = activation, actives largely listed as activators. actives 2.8% (n = 210,000). AID 1458, 2008; further: % of control where 0% means no effect; nearly all actives have a fitted effect of over 55% in size
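HEK293 cells carry an SMN2 […]–luciferase reporter in which exon 7 inclusion puts luciferase in frame. Cells were plated 10-12 h before compound addition, then incubated 30-36 h at 37C. ONE-Glo luminescence was read; sodium butyrate at 4.5 mM final served as control.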
The depositor's hits bear a star; ? = inconclusive; · = not tested or not shown; [ ] = dose if it differs, or a comment. Unless noted, the call rests on the fitted dose curve; in most records, active means well fitted curve in the direction sought with a large enough effect; inconclusive means small, poorly fitted or top-dose-only effect, or another doubt; inactive means no such curve, though single readings can be large; an effect the other way counts as inactive or inconclusive. Potency means the concentration at half of the fitted maximal effect.

Structure	KDM4E inh	GAA inhib	GLA spleen mod	GAA glycogen	ALDH1A1 block	RGS12 GoLoco inh	aGlu spleen mod	SMN2 splice up
CCOC(=O)C1CCN(C(=O)Cc2c(C(=O)O)n(C)c3ccccc23)CC1	-18%	-11%	4%	11%	?	-16%	4%	6%
CC(=O)NCC(=O)OCC(=O)N1c2ccccc2Sc2ccccc21	-4%	3%	4%	11%	25µM*	-1%	3%	2%
COc1ccc2[nH]c(=O)c(CN(Cc3nnnn3CCc3ccccc3)CC3CCCO3)cc2c1 (configuration not stated)	?	1%	7%	0%	?	3%	-4%	-12%
CC(=O)Nc1ccc(S(=O)(=O)NC2=C(N3CCN(Cc4ccccc4)CC3)C(=O)c3ccccc3C2=O)cc1	-11%	-7%	0%	?	16µM*	4%	0%	8%
Cc1onc(-c2ccccc2)c1C(=O)OCC(=O)NCc1ccc(F)cc1	5%	1%	5%	9%	-4%	-64%	3%	-2%
O=S(=O)(Nc1ccccn1)c1ccc(C2CCCCC2)cc1	?	-10%	-3%	1%	-14%	-6%	-5%	0%
C/C(=N\Nc1ccc2nncn2n1)c1ccccn1	10µM*	·	1%	8%	·	6%	6%	·
COCCCNC(=O)c1cn(C)c(=O)c2cc(OC)c(OC)cc12	?	-3%	-3%	10%	-4%	1%	-18%	4%
O=C(CSc1nnc(Cn2nnc3ccccc32)o1)Nc1ccc(Cl)cc1	3%	?	-4%	4%	-4%	-2%	-7%	-5%
CCC(=O)Nc1cccc(C2=NOC3(C2)C[C@@H](C(N)=O)N(C(=O)c2ccccc2C(=O)c2ccccc2)C3)c1 (some centres not stated)	-5%	·	14%	6%	·	-4%	4%	·
COc1ccc(C2=NN(C(N)=S)C(c3ccco3)C2)cc1 (configuration not stated)	?	-2%	-3%	-9%	18µM*	42%[activator]	0%	19%
CCC(=O)N/N=C(\C)CC(=O)Nc1cc(Cl)ccc1C	-2%	3%	-5%	2%	4%	-3%	-4%	-3%
Cc1nnc(SCC(=O)O)o1	3%	3%	-3%	15%	11%	2%	2%	·
CC(C)CC(=O)Nc1cccc(C(=O)Nc2ccccc2C(=O)O)c1	4%	0%	7%	-5%	-8%	-4%	11%	14%
COc1ccc2[nH]c(=O)c(CN(CC3CCCO3)C(=S)Nc3ccccc3)cc2c1 (configuration not stated)	-3%	?	-6%	21%	12%	22%	-3%	·
CCOC(=O)c1sc(N2N=C(C)C(N=Nc3cccc(C)c3)C2=O)nc1C (configuration not stated)	-4%	·	8%	2%	·	80%[activator]	-15%	·
CCOC(=O)C1=C(C)NC(=S)N(C(C)=O)C1c1ccccc1 (configuration not stated)	-3%	2%	8%	-5%	25µM*	10%	1%	2%
CC1(C)SC(=S)N(c2ccccc2)C1/[N+]([O-])=C/c1cccc([N+](=O)[O-])c1 (configuration not stated)	-4%	-6%	3%	-13%	-8%	6%	2%	·
CCCCn1c(N)c(Sc2ccc(Cl)cc2)c(=O)[nH]c1=O	-2%	1%	4%	-15%	0%	5%	0%	-14%
CC(C)C1Cc2c(sc3[nH]c(=S)n(Cc4ccccc4)c(=O)c23)CO1 (configuration not stated)	-4%	-7%	-6%	2%	-16%	10%	2%	-68%[inhibitor]
Cc1ccc(OCC(=O)Nc2ccc(F)cc2)c([N+](=O)[O-])n1	12%	1%	1%	4%	?	4%	3%	13µM*
CN(c1ccccc1C(=O)Nc1ccc2c(c1)OCCO2)S(C)(=O)=O	-7%	2%	5%	2%	3%	6%	7%	-9%
CCCn1cc2c(c1-c1cccc(C)c1)c(=O)n(C)c(=O)n2C	-7%	0%	0%	2%	-8%	2%	2%	14%
CN(C)C=Nc1nonc1-c1ccccc1	7%	7%	3%	12%	0%	-18%	-2%	·
Cc1ccc(S(=O)(=O)N2CCOCC2)cc1C(=O)NCc1cccnc1	0%	-1%	-1%	-1%	-8%	2%	-6%	31%
CN1CCN(CCC(=O)N/N=C/C=C2\N(C)c3ccccc3C2(C)C)CC1	?	-6%	1%	-3%	3%	39%[activator]	-3%	0%
CCOC(=O)Cn1c(O)c(N=NC(=O)OC)c2ccccc21	3%	·	1%	2%	·	3%	-10%	·
Cc1ccc(OCC(=O)Nc2ccc(C)c(S(=O)(=O)N3CCCCC3)c2)c([N+](=O)[O-])n1	-4%	2%	-1%	8%	?	-26%	-5%	-26%
O=C(Oc1ccccc1)c1ccc2c(c1)C(=O)N(Cc1ccncc1)C2=O	-6%	-8%	10%	8%	?	-4%	6%	·
CCOc1cccc(C(=O)NC2CCCCC2)c1	3%	-2%	-5%	-10%	1%	-15%	0%	?
CC(C)NC(=O)c1cnn2c1NC(c1cccs1)CC2C(F)(F)F (configuration not stated)	5%	0%	1%	2%	1%	3%	4%	-8%
Cc1ccsc1S(=O)(=O)N1CCC(CO)(CC2CCCCO2)CC1 (configuration not stated)	-25%	7%	-5%	10%	-7%	4%	-8%	·
CCCCC1=CC2=CC(=O)C(C)(OC(=O)CC)C(=O)C2=CN1CCc1ccc(Br)cc1 (configuration not stated)	?	·	2%[17.5 µM]	11%	-1%[13.5 µM]	3%[14.2 µM]	-10%[17.4 µM]	0%[9.22 µM]
CCc1ccc(OCC(=O)Nc2ncn[nH]2)cc1	-5%	2%	2%	-9%	-1%	10%	-3%	?
COc1ccc(NC(=O)CC2C(=O)NCCN2C(=O)c2ccccc2)cc1 (configuration not stated)	6%	-1%[15.4 µM]	1%	-1%	-8%	4%	5%	·
Nc1cnn(Cc2ccc(F)cc2)c1	-5%	4%	-1%	-14%	-1%	4%	0%	-2%
CCP(=O)(CC)c1cccc(N)c1	-4%	7%	2%	12%	7%	3%	5%	-9%
CSc1nncc(/C(C)=N\Nc2cccc(C)c2)n1	8%	-4%	5%	20%	8.9µM*	-31%	-3%	-14%
COc1ccc(-c2nc(N3CCCCCC3)sc2C(=O)c2ccccc2)cc1	6%	-6%	7%	1%	?	12%	-1%	-26%
CCOC(=O)c1c(N=CN(C)C)c(C#N)n2c1CCC2	-5%	3%	-5%	1%	18%	2%	0%	-3%
CCCC(C)C(=O)Nc1cc([N+](=O)[O-])ccc1Cl (configuration not stated)	8%	-4%	1%	-2%	7%	0%	4%	-4%
O=C(/C=C/c1ccc(Cl)cc1)N1CCN(c2c(Cl)cccc2[N+](=O)[O-])CC1	0%	-4%	3%	-1%	-2%	6%	5%	-33%[inhibitor]
COC(=O)C1C(O)=C(C=NCc2ccccc2)C(=O)CC1(C)C (configuration not stated)	-1%	1%	2%	10%	-3%	-14%	-8%	-6%
CCN(CC)S(=O)(=O)c1cccc(-c2nnc(SCC(=O)c3ccc(Cl)s3)n2C)c1	0%	-13%	0%	-5%	?	8%	-3%	-16%
Cc1nn2c(N)c(C#N)cnc2c1-c1ccc(Cl)cc1	?	2%	2%	0%	?	18%	-1%	4%
COc1cc(O)c(C(=O)/C=C/c2ccc(O)c(OC)c2)c(OC)c1	?	·	7%	·	-4%	54%[activator]	-15%	-12%
CCCc1cc(=O)[nH]c(SCC(=O)Nc2ccc([N+](=O)[O-])cc2C#N)n1	6%	4%[15.4 µM]	4%	3%	?	-1%	1%	·
COc1ccc(OC)c(S(=O)(=O)NCC2CCCO2)c1 (configuration not stated)	5%	1%	-4%	-12%	5%	5%	0%	-3%
N#Cc1c(-c2ccccc2)c(-c2ccccc2)nn(CC(=O)NNC(=O)Nc2ccc(Cl)c(Cl)c2)c1=O	-3%	-15%	-3%	-12%	-6%	-3%	-10%	-113%[inhibitor]
CCOC(=O)c1ccc(NC(=O)CSCc2ccco2)cc1	-1%	-4%	6%	-13%	2.2µM*	4%	5%	-27%
O=C(NCc1cn(-c2ccccc2)nc1-c1ccccc1)c1cc([N+](=O)[O-])cc([N+](=O)[O-])c1	10%	-3%	1%	3%	1%	1%	-9%	-21%
O=C(O)CCC(=O)N1CCN(c2ccc(C(=O)c3ccc(F)cc3)cc2)CC1	-6%	-4%	3%	-4%	?	7%	-3%	-14%
C=CCSc1nc2[nH]ncc2c(=O)[nH]1	5%	-2%	-11%	6%	18%	6%	·	-4%
O=C(Nc1nc2ccccc2s1)C1CC(=O)N(c2ccc(F)cc2)C1 (configuration not stated)	7%	5%	5%	6%	-3%	0%	0%	-9%
O=C(CSc1nnc(-c2ccccn2)n1Cc1ccco1)c1ccc(Cl)cc1	-8%	-4%	6%	-2%	20µM*	57%[activator]	-6%	-12%
O=C(N/N=C/c1ccc(OC(=O)c2cccs2)cc1)c1ccc(F)cc1	4%	-2%	2%	-7%	-1%	14%	-1%	27%
O=C(CSc1nnc(Cc2ccccc2)o1)N1CCc2ccccc21	10%	-3%	1%	-11%	9%	-8%	-4%	-3%
CN(C)/C=N/S(=O)(=O)c1ccc(Cl)cc1	3%	7%	-7%	4%	4%	9%	-2%	5%
Cc1nnc(Nc2ccc(C(=O)O)cc2)[nH]c1=O	1%	?	-6%	-4%	3%	6%	-1%	2%
COc1ccccc1CNc1ncnc2ccc(-c3ccc4c(c3)OCO4)cc12	·	·	8%	·	?	-1%	5%	·

This is a subset; rates above refer to the full screens.
